RXFP1 agonist: agonists of human relaxin receptor RXFP1; Q9HBX9; HEK293T-RXFP1 cAMP TR-FRET, 30 min; response scale: percent of porcine relaxin response, buffer zero; Potency, µM (titrated, usually from 57.5 µM), for the others: top-dose activation, most hits filed as activators; 370,000 compounds, 0.3% hits; AID 2676; further: potency means the concentration at half of the fitted maximal effect; on the % scale 0 is the no-effect control and ±100 the full control effect; nearly all actives have a fitted effect of over 60% in size; many of its hits are not listed in these tables
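cAMP rise read by TR-FRET after 30 min, 37C compound exposure (up to 58 uM) in RXFP1-transfected HEK293 cells with Ro 20174 present. EC50 from Hill-equation fits, with 29 nM porcine relaxin as 100% and buffer as basal.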
Vif-APOBEC3G blk: blocks the Vif interaction with human APOBEC3G; Potency, µM (series often up to 46.1 µM), for inactives: at the highest dose activity, negative = active, usual class: inhibitors; HeLa A3G-eYFP + Vif (tagged APOBEC3G with the HIV-1 protein that degrades it), YFP fluorescence, overnight; AID 602310; 410,000 compounds, 0.076% hits;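 further: potency means the concentration at half of the fitted maximal effect; on the % scale 0 is the no-effect control and ±100 the full control effect; nearly all actives have a fitted effect of over 60% in size; hits raise eYFP signal because A3G escapes Vif-driven loss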
Target sequence (Q9HC16 whole entry, looked up): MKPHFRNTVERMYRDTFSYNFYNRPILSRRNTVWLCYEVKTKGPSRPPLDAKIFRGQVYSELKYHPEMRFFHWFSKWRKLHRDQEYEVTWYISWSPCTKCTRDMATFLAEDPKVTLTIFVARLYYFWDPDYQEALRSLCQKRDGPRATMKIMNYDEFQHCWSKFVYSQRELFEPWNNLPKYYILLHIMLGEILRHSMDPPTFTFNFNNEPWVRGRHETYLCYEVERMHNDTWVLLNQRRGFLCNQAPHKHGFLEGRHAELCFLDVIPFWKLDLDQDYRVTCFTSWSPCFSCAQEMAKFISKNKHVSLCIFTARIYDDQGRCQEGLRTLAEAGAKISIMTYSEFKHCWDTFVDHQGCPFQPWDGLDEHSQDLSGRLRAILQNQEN
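Read-out is eYFP fluorescence (Ex 488/Em 500-530) from Vif-expressing HeLa A3G-eYFP cells; more signal means A3G escaped Vif-mediated degradation. Cells plated overnight, compound pinned in, incubated overnight at 37 deg C.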
IDH1 R132H inh: inhibitors of human mutant IDH1 R132H. Potency, µM (highest dose often 76.6 µM), inactives show at the top dose activity change, negative = inhibition, usual class: inhibitors. IDH1-R132H enzyme, NADPH consumption, diaphorase/resazurin fluorescence. O75874. AID 602179. 390,000 compounds, 0.093% hits; further: potency means the concentration at half of the fitted maximal effect; on the % scale 0 is the no-effect control and ±100 the full control effect; nearly all actives have a fitted effect of over 65% in size
Target sequence (O75874 whole entry R132H, stated change not applied): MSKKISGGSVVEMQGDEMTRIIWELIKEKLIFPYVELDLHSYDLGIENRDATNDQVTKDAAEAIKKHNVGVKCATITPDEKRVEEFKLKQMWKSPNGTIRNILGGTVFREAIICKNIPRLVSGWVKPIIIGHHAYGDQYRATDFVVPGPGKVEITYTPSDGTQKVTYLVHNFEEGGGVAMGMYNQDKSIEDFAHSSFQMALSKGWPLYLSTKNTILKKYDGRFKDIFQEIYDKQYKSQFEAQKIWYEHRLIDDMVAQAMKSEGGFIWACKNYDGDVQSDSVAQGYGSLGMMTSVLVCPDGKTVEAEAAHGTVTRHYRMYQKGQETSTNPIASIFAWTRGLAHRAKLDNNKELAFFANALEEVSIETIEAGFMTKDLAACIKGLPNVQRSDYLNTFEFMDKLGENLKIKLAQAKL
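IDH1-R132H (0.5 ug/mL dispensed) in pH 7.5 Tris buffer was preincubated 30 min with compound, then given a substrate mix of 0.016 mM NADPH and 2 mM alpha-KG for 80 min at room temperature; remaining NADPH was read by diaphorase/resazurin fluorescence.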
GRP78 ERSR act: induces the endoplasmic reticulum stress response in human glioma cells; U87-MG GRP78 promoter luciferase reporter, 16 h; Potency, µM, inactives show top-dose activation, hits mostly activators; 420,000 compounds, 0.02% hits; further: potency means the concentration at half of the fitted maximal effect; series mostly up to about 76 µM; % of control where 0% means no effect; nearly all actives have a fitted effect of over 35% in size
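Stably transfected U87-MG glioma cells carrying a GRP78-based luciferase sensor; 16 h compound incubation. Luminescence end-point read 10 min after Bright-Glo addition at room temperature.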
Vif-APOBEC3F blk: inhibitors of Vif-A3F interaction. HeLa A3F-eYFP + Vif (tagged APOBEC3F with the HIV-1 protein that degrades it), YFP fluorescence increase. Potency, µM (series often up to 46.1 µM), for inactives: top-dose activity, negative = active. 390,000 compounds, 0.2% hits. AID 602313; further: potency means the concentration at half of the fitted maximal effect; % of control where 0% means no effect; nearly all actives have a fitted effect of over 65% in size
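Fluorescence increase (Ex 488/Em 500-530) after overnight compound treatment at 37 deg C flags inhibition of Vif-driven A3F-eYFP loss in stable HeLa A3F-eYFP/Vif cells seeded overnight beforehand.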
PI4K2A block: inhibitors of human PI4K2A | Q9BTU6 | activity change, negative = inhibition, % at 76.9 µM | purified PI4K2A, ADP-Glo luminescence, 1 h; active compounds read low | 420,000 compounds, 0.13% hits; in the data active means activity change below about -50%; inconclusive means mostly about -30% to -49%;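 further: -100% = wells without enzyme as full effect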
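In this quantitative HTS, ADP production by PI4K2A was quantified luminescently after 1 h at ambient temperature; 100 microM adenosine served as plate-quality control.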
LDHA block: blocks human lactate dehydrogenase A; P00338; purified LDHA, NADH/diaphorase-resazurin fluorescence; active compounds read low; activity change, % (values are at about 110 or 230 µM); 480,000 compounds, 0.15% hits; AID 1347041; in the data active means activity change below about -30%; inconclusive means mostly about -25% to -30%;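 further: plate controls were DMSO wells for no effect and wells without enzyme for full effect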
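Remaining NADH was detected by diaphorase (0.133 mg/mL) converting 37 µM resazurin to fluorescent resorufin, read at 0 and 20 minutes. The preceding 5-minute room-temperature reaction used 2 nM LDHA, 0.2 mM sodium pyruvate and 0.06 mM NADH at pH 7.4.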
TrxR1 substrate: substrates of rat thioredoxin reductase 1 | O89049 | purified TrxR1 substrate turnover, NADPH consumption readout | Potency, µM (series often up to 114 µM), without a hit: top-dose activity change, negative = substrate turnover | 390,000 compounds, 0.01% hits | AID 588456; further: potency means the concentration at half of the fitted maximal effect; on the % scale 0 is the no-effect control and ±100 the full control effect; nearly all actives have a fitted effect of over 50% in size
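Rat TrxR1, dispensed at 90 nM, was prereduced with 400 uM NADPH (final) for 5 min at ~22 deg C, then incubated with compound 15 min before 400 uM selenite. A first-read NADPH fluorescence drop versus no-compound background flagged substrates.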
USP1-UAF1 inh: USP1/UAF1 (human) deubiquitinase inhibition. O94782. recombinant USP1/UAF1, Ub-Rhodamine cleavage fluorescence. Potency, µM (highest dose often 57.1 µM), for inactives: top-dose activity change, negative = inhibition, most hits filed as inhibitors. 390,000 compounds, 0.23% hits; further: potency means the concentration at half of the fitted maximal effect; on the % scale 0 is the no-effect control and ±100 the full control effect; nearly all actives have a fitted effect of over 60% in size; inactives centre near -12
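In this screen, compounds sit with the deubiquitinase complex (1nM) for 15 min at room temperature before Ub-Rho is added at 150nM final. Fluorescence rise is then followed for 6 reads every 60 seconds.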
An asterisk follows results filed as active; ? = inconclusive; . = no result given; & = joins results of further samples; [ ] = remark or other dose. Unless noted, the call rests on the fitted dose curve; in most records, active means well fitted curve in the direction sought with a large enough effect; inconclusive means small, poorly fitted or top-dose-only effect, or another doubt; inactive means no such curve, though single readings can be large; an effect the other way counts as inactive or inconclusive. The list is partial; rates above refer to the full screens.

SMILES | RXFP1 agonist | Vif-APOBEC3G blk | IDH1 R132H inh | GRP78 ERSR act | Vif-APOBEC3F blk | PI4K2A block | LDHA block | TrxR1 substrate | USP1-UAF1 inh
COc1ccc(/C=N/NC(=O)CNC(=O)C2COc3ccccc3O2)cc1OC (configuration not stated) | 3.0% | -1% | 6% | 4% | 5% | 2 | -4 | 10%[57.1 µM] | -13%
CC[C@]12C(=O)N(C)C[C@H]([C@@H]3C(=O)N(Cc4ccccc4)C(=O)[C@@H]31)N2C(=O)c1ccc(F)cc1 | . | 0% | 4% | -7% | -2% | 3 | -1 | 8% | -13%
COC(=O)c1ccccc1NC(=O)CSc1nc2ccsc2c(=O)n1CCC(C)C | ? | 0% | 26% | -5% | -5% | 1 | -1 | 9%[57.1 µM] | 17%
CN(C)c1ccc(/C=N\Nc2ccc([N+](=O)[O-])cc2[N+](=O)[O-])cc1Cl | . | 4% | . | -1% | . | . | -4 | -6% | .
O=C(NC(=S)Nc1ccc(N2CCOCC2)cc1)c1ccco1 | 2.2% | 0% | 0% | -2% | -9% | -4 | 0 | -16% | -2%
O=C(CNC(=O)c1cccc([N+](=O)[O-])c1)NC1CCCc2ccccc21 (configuration not stated) | -3.3% | -4% | 5% | -5% | -2% | -1 | 4 | 5% | -9%
O=C1NC(=O)C(=CC=Cc2ccccc2)S1 | . | 1% | -4% | 2% | -1% | -7 | -15 | . | -23%
COc1ccccc1NC(=O)CCCCC(=O)Nc1ccccc1OC | 0.2% | -4% | 10% | -1% | -4% | -9 | 0 | 12%[57.1 µM] | -11%
NC(=O)c1nsc(C(=O)N(c2cccc(F)c2)C(C(=O)NCC2CCCO2)c2c[nH]c3ccccc23)c1N (configuration not stated) | 0.5% | -7% | -15% | 0% | 5% | 17 | -10 | 2% | -15%
COc1ccc(CCNC(=O)c2ccco2)cc1OC | -0.2% | -7% | 6% | 4% | -28% | 3 | 4 | -3%[57.1 µM] | -12%
CCC(=O)NCc1nc2ccccc2n1Cc1ccccc1F | 0.7% | 1% | 2% | -1% | -5% | 3 | -14 | 3% | -13%
CC(=O)n1cc([C@H]2C=C(C(N)=O)O[C@@H](OCc3ccc(CO)cc3)C2)c2ccccc21 | . | 0% | -3% | 0% | 4% | -9 | 11 | 5%[57.1 µM] | -16%
COc1ccc(Cc2c(-c3ccccc3)nc3cc(C)c(Br)c(C)n23)c(C)c1 | . | 0% | . | -1% | . | -2 | -2 | . | .
COc1ccc(C)cc1NC(=O)c1nnn(Cc2cccc(F)c2)c1N | 0.6% | -5% | -1% | -4% | 2% | 4 | -10 | 16%[57.1 µM] | -1%
CCOc1cc(N2CCOCC2)c(OCC)cc1NC(=O)Cc1cn2ccsc2n1 | 0.8% | -3% | 5% | 7% | 0% | -6 | 22 | 0% | -5%
CSc1ccc(CN(C)C(=O)CCNS(=O)(=O)c2ccc(C)c(C)c2)cc1 | 2.1% | -5% | 3% | -5% | -6% | 7 | -5 | -10% | -10%
CC(C)Cc1ccc(CN2CCCC(NC(=O)CCCN3CCCC3=O)C2)cc1 (configuration not stated) | 0.3% | 1% | -5% | -6% | 0% | -1 | -3 | 1% | -20%
Cn1c(=NC(=O)CSCC(=O)N2CCCCC2)sc2ccccc21 | 2.4% | -2% | -1% | 1% | -7% | 1 | -5 | 7%[57.1 µM] | -12%
CC1=C(C(=O)OC(C)C)C(c2ccc(C)o2)C(C(=O)OC(C)C)=C(C)N1 | -9.5% | -2% | -2% | -12% | 5% | 3 | -2 | -8%[57.1 µM] | -14%
Cc1ccc(C)c2[nH]c(=O)c(C(c3nnnn3Cc3ccco3)N3CCc4ccccc4C3)cc12 (configuration not stated) | 5.3% | 1% | -5% | -3% | 11% | -1 | 2 | -3%[11.4 µM] | -11%
COc1ccc(-n2cnnc2SCC(=O)Nc2ccc(C(N)=O)cc2)cc1 | 0.7% | -1% | -3% | 2% | 10% | 210 | -5 | 6% | -12%
CCOC(=O)CNC(=O)N1CCCC(Cc2ccccc2)(C(=O)OCC)C1 (configuration not stated) | . | 2% | 3% | 2% | 0% | -1 | -10 | 0% | -13%
Nc1ccc(-c2nc3ncccc3o2)c(Cl)c1 | 12% | 0% | 8% | -8% | -10% | -2 | -13 | 23%[57.1 µM] | -12%
Cc1c(C(=O)OCC(=O)N(C)c2ccccc2)oc2ccccc12 | 0.1% | -3% | 9% | 3% | -1% | -1 | 0 | -7% | -22%
Cn1c(=O)n(CCO)c(=O)c2c1nc(Br)n2Cc1ccccc1 | 2.1% | -7% | 11% | -3% | 2% | 5 | -2 | -1% | -16%
CCc1ccccc1NC(=O)N1CCCC(CCC(=O)N(C)CCc2ccccn2)C1 (configuration not stated) | -0.2% | -4% | -2% | 0% | 1% | 0 | -2 | 8% | 0%
CCc1c(C)nc(N2CCN(c3ccccc3F)CC2)[nH]c1=O | -1.9% | 0% | 14% | -1% | 1% | 4 | -5 | 6% | -9%
O=C1OC(c2ccc3c(c2)OCO3)=N/C1=C\c1ccc(C(=O)O)cc1 | 0.4% | -8% | -1% | -10% | 4% | -1 | -5 | -4% | -10%
CNc1nc(N)c([N+](=O)[O-])c(NCc2ccccc2)n1 | 5.1% | ? | 4% | -2% | -8% | 1 | -4 | -10% | -2%
Cc1ccc(C(=O)c2c3ccc(C(F)(F)F)cc3[n+]([O-])n2CCCC(N)=O)cc1 | 1.1% | 2% | 7% | -5% | 0% | -1 | 4 | -12% | -25%
Cc1oc(S(=O)(=O)N2CCCC2)cc1C(=O)Nc1ccc(F)cc1 | 3.5% | 1% | 5% | -2% | 4% | -1 | -12 | -2%[57.1 µM] | 2%
O=C(O)CCCC(=O)Nc1c(F)c(F)c(F)c(F)c1F | 0.1% | -2% | -1% | -5% | -2% | 2 | -5 | 0% | -25%
CCCCNC(=O)C1CCCN(Cc2nc(-c3ccc(Cl)cc3)oc2C)C1 (configuration not stated) | -0.1% | -1% | 11% | -2% | 1% | 2 | 2 | 1% | -29%
COc1ccc(NC(=O)CSCc2cc(=O)c3cc(C)ccc3[nH]2)cc1 | 3.9% | -1% | 15% | -2% | 4% | -2 | 3 | 2%[57.1 µM] | 11%
CN(C)C(=O)COc1ccc(C(=O)/C=C/c2cccnc2)cc1 | -0.6% | -4% | 5% | -5% | -9% | -10 | 1 | -7% | -17%
COc1ccc2[nH]cc(CCNC(=O)Nc3ccccc3)c2c1 | 8.1%&-1.1% | 3%&2% | 18%&15% | -1%&-2% | 0%&-4% | -5&1 | -4&-3 | 4%&-11% | -12%&-23%
Clc1ccc2c(N/N=C/c3ccc(Br)cc3)ccnc2c1 | 0.2% | ? | -8% | -11% | -7% | 9 | -10 | -8% | -21%
COC(=O)Cc1cc(=O)n2[nH]c(C)cc2n1 | 0.7% | 2% | 6% | 3% | -11% | 5 | 10 | 10%[57.1 µM] | -5%
O=C(Nc1ccccc1Cl)Nc1cccc2cccnc12 | -3.6% | -7% | 0% | 9% | 3% | 3 | 2 | 6% | -11%
CCCC(=O)Nc1ccc(C(=O)NNC(=O)c2ccccc2Br)cc1 | -0.7% | -1% | 0% | -2% | -3% | -5 | -5 | -2% | -12%
COc1ccc(Cl)cc1-c1n[nH]c(=S)n1C | 6.2% | -11% | 7% | -5% | 4% | 1 | 5 | -4% | -17%
Cc1ccc(C(=O)NCC(=O)NCC(=O)OCC(=O)c2ccc(Br)cc2)cc1 | 0.0% | 0% | 6% | -7% | -1% | -6 | -9 | 7% | -7%
Cc1cc(C)c(C)c(S(=O)(=O)Nc2ccc(C(=O)N3CCCC3)cc2)c1C | 0.7% | -7% | -5% | -2% | -16% | -4 | -10 | -9% | -6%
C=Cn1c(C(=O)O)cc(CC)c1-c1ccccc1 | 0.7% | -2% | 5% | -1% | 0% | -1 | -4 | 4% | -14%
COc1ccc(-c2csc(NC(=O)c3cccc(S(=O)(=O)N4CCN(C)CC4)c3)n2)cc1 | -0.4% | 0% | 4% | -1% | -7% | 1 | 0 | -6% | -21%
COc1ccc(OC)c(NC(=O)c2ccc(-c3csc(C)n3)cc2)c1 | -0.8% | -3% | 9% | -4% | -1% | 0 | 0 | -6%[57.1 µM] | -23%
Cc1cc2[nH]c3ccccc3c2c(C)n1 | 0.2% | 7% | 2% | -7% | -21% | -1 | 1 | 4% | -3%
COc1ccc(-n2nc(C(=O)NCC(=O)Nc3cc(OC)c(OC)c(OC)c3)c3ccccc3c2=O)cc1Cl | 1.3% | 1% | -3% | -2% | -6% | 0 | -8 | 0%[57.1 µM] | -10%
O=CNc1ccccc1Oc1ccccc1 | 1.8% | 1% | 4% | 0% | 4% | -12 | 2 | 5% | -7%
O=C(Nc1cccc(OC(F)(F)F)c1)c1ccc(-c2cccnc2)c2ccoc12 | . | -4% | . | -2% | . | -2 | 1 | . | .

Entries of single compounds as entered above. Order of screens: RXFP1 agonist | Vif-APOBEC3G blk | IDH1 R132H inh | GRP78 ERSR act | Vif-APOBEC3F blk | PI4K2A block | LDHA block | TrxR1 substrate | USP1-UAF1 inh
O=CNc1ccccc1Oc1ccccc1 across the screens: 1.8% | 1% | 4% | 0% | 4% | -12 | 2 | 5% | -7%
O=C(Nc1cccc(OC(F)(F)F)c1)c1ccc(-c2cccnc2)c2ccoc12 across the screens: . | -4% | . | -2% | . | -2 | 1 | . | .
